POLH inh = qHTS for Inhibitors of Polymerase Eta | DNA polymerase eta (Homo sapiens), Q9Y253 | AID 588591, 2011 | recombinant Pol eta, fluorescent DNA replication assay | hit rate 1.2% among 390,000 | Potency, µM (top dose mostly 114 µM), inactives show at the top dose activity change, negative = inhibition, actives largely listed as inhibitors; also: % is scaled to controls: 0 for no effect and ±100 for the full control effect
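Pol eta (10 nM) was preincubated with compounds for 15 min at room temperature, after which fluorescent replication substrate (50 nM final) was added to start the reaction. Fluorescence was read kinetically at 0 and 10 min.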
Pol kappa inh = qHTS for Inhibitors of Polymerase Kappa | purified Pol kappa, fluorescent DNA synthesis assay, 10 min | Potency, µM (series often up to 107 µM), for inactives: top-dose activity, negative = inhibition, actives largely listed as inhibitors | hit rate 0.53% among 400,000; also: % is scaled to controls: 0 for no effect and ±100 for the full control effect
Target sequence (Q9UBT6 whole entry, looked up): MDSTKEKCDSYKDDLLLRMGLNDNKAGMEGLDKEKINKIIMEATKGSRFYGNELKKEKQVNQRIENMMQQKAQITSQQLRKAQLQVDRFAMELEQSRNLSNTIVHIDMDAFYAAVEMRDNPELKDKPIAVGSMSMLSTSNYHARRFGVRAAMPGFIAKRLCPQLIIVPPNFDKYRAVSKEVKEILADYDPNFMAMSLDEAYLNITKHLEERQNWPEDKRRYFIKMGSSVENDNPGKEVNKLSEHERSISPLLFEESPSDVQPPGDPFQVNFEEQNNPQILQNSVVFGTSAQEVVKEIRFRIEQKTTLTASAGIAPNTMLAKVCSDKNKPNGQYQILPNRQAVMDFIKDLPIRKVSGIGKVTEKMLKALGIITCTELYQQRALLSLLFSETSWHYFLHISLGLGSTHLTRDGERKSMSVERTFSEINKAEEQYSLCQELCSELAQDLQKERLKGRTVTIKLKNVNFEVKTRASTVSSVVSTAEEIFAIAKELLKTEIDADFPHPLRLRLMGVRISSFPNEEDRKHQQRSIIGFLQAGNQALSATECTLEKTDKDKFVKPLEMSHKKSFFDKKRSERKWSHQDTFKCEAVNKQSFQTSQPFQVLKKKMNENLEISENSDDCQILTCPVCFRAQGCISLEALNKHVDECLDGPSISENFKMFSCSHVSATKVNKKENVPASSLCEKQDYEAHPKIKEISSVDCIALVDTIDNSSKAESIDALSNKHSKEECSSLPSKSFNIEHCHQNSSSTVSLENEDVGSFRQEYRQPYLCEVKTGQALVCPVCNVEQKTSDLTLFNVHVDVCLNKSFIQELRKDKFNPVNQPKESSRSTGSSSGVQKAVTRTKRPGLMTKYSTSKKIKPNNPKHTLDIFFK
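Kinetic fluorescence readout at 0 and 10 min followed reaction start with substrate at 50 nM final. Beforehand, enzyme (10 nM Pol kappa) stood 15 min with compound at room temperature; buffer-only wells were negative controls.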
BAZ2B block = qHTS Assay for Inhibitors of BAZ2B. AID 504333, 2011. Bromodomain adjacent to zinc finger domain protein 2B (Homo sapiens), Q9UIF8. Potency, µM (titrated, usually from 114 µM), for the others: top-dose activity change, negative = inhibition, hits mostly inhibitors. hit rate 4.4% among 360,000. AlphaScreen BAZ2B-H3K14Ac peptide displacement; also: % is scaled to controls: 0 for no effect and ±100 for the full control effect; nearly all actives have a fitted effect of over 60% in size
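Inhibition is scored as reduced AlphaScreen emission. The BAZ2B/b-H3(5-23)K14Ac complex (50 nM each) in PBS pH 7.4, 0.01% Tween-20 meets compound (up to 110 uM) for 30 min at RT before bead addition.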
Pol iota inh = qHTS for Inhibitors of Polymerase Iota. hit rate 1% among 390,000. DNA polymerase iota (Homo sapiens), Q9UNA4. Pol iota fluorescent replication assay, 10 min. AID 588590, 2011. Potency, µM (doses to about 115 µM), without a hit: top-dose activity, negative = inhibition, actives largely listed as inhibitors
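Pol iota at 10 nM preincubated 15 min with compounds at room temperature; reaction started with fluorescent substrate, 50 nM final. Fluorescence read kinetically at 0 and 10 min; buffer-only wells as negative control.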
Apoferritin bind = qHTS Assay for Identification of Novel General Anesthetics; Ferritin light chain (Equus caballus), P02791; apoferritin/1-aminoanthracene competitive binding, fluorescence; hit rate 0.074% among 350,000; Potency, µM (top dose mostly 77.5 µM), inactives show top-dose activity change, negative = displacement, actives largely listed as inhibitors; also: % is scaled to controls: 0 for no effect and ±100 for the full control effect; nearly all actives have a fitted effect of over 20% in size
Target sequence (P02791 2-175 limits assumed): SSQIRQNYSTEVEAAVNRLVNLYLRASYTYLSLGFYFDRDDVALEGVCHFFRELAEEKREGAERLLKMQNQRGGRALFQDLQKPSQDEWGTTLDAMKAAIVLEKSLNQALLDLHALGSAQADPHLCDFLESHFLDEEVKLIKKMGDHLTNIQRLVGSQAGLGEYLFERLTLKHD
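Read-out: endpoint 1-AMA fluorescence, excitation 380 nm and emission 535 nm, after compounds sit 10 min at room temperature with 10 uM horse-spleen apoferritin in 50% saturated 1-AMA/PBS. Values come from four-parameter Hill fits.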
G9a inh = qHTS Assay for Inhibitors of Histone Lysine Methyltransferase G9a; Histone-lysine N-methyltransferase EHMT2 (Homo sapiens), Q96KQ7; G9a H3K9 monomethylation, AlphaScreen, 2 h; Potency, µM (highest dose often 102 µM), without a hit: at the top dose activity, negative = inhibition, actives largely listed as inhibitors; hit rate 8.8% among 350,000; AID 504332, 2011; also: % is scaled to controls: 0 for no effect and ±100 for the full control effect; nearly all actives have a fitted effect of over 75% in size
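Readings reflect AlphaScreen signal from monomethyl-H3K9 antibody detection. HMT at 20 nM; substrate b-H3K9 500 nM; cofactor SAM 20 uM; 2 h RT reaction; compounds tested as titrations in qHTS with 15 min preincubation.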
APE1 inh = qHTS Assay for Inhibitors of the Human Apurinic/apyrimidinic Endonuclease 1 (APE1) | recombinant APE1, TAMRA/BHQ-2 abasic DNA cleavage fluorescence | hit rate 0.35% among 350,000 | Potency, µM (doses to about 65.8 µM), without a hit: at the top dose activity change, negative = inhibition, most hits filed as inhibitors | AID 2517, 2012;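 also: plate controls were vehicle for no effect and reference inhibitor for full effect; nearly all actives have a fitted effect of over 55% in size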
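Enzyme (0.75 nM final) and test compound are incubated 15 min at room temperature before adding 50 nM quenched THF abasic-site duplex. Cleavage dequenches TAMRA, followed at 525/598 nm over three reads one minute apart.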
POLB inh = qHTS Assay for Inhibitors of DNA Polymerase Beta; P06746; hit rate 1.3% among 340,000; Potency, µM (series often up to 114 µM), for the others: top-dose activity change, negative = inhibition, actives largely listed as inhibitors; Pol beta primer extension/strand displacement, fluorescence kinetic; also: % is scaled to controls: 0 for no effect and ±100 for the full control effect
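Homogeneous kinetic assay of primer extension and strand displacement by 10 nM Pol beta, preincubated 15 min at room temperature with compound before 50 nM substrate (final) was added. Read at 0 and 10 min; four-parameter Hill fit.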
BLM helicase inh = qHTS Assay for Inhibitors of Bloom's syndrome helicase (BLM). RecQ-like DNA helicase BLM (Homo sapiens), P54132. recombinant BLM DNA unwinding, fluorescence dequenching. Potency, µM (top dose mostly 56.1 µM), for the others: at the highest dose activity change, negative = inhibition, actives largely listed as inhibitors. hit rate 0.2% among 350,000. AID 2528, 2010;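 also: plate controls were vehicle for no effect and no enzyme for full effect; nearly all actives have a fitted effect of over 35% in size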
Active calls of the source: *; u = inconclusive; x = no result given; [ ] = another dose, or the depositor's remark. Calls follow the shape of the dose curve; as a rule, active = well fitted curve in the direction sought with a large enough effect; inconclusive = small, poorly fitted or top-dose-only effect, or another doubt; inactive = no such curve, though single readings can be large; an effect the other way counts as inactive or inconclusive. Potency is read from the fitted curve at half-maximal effect.

cpd	structure	POLH inh	Pol iota inh	POLB inh	APE1 inh	BAZ2B block
1	Cc1ccc(S(=O)(=O)NC23CC4CC(CC(C4)C2)C3)cc1	-5%	-17%	x	-10%	-4%
2	CCOC(=O)C1CCN(C(=O)c2nn(-c3ccc(OC)cc3)c(=O)c3c2c2ccccc2n3C)CC1	x	11%	1%	x	x
3	COc1cccc(NC(=O)CN2C(=O)NC(C)(CCC(C)C)C2=O)c1 (stereo unspecified)	-23%	101%[activator]	4%	-6%	6%
4	CC(C)Oc1ccc(CNC(=O)c2ccc(CS(=O)Cc3ccccc3Cl)o2)cc1 (stereo unspecified)	-16%	u	3%	x	-18%
5	CCC(C)NC(=S)N(Cc1cc2cc(C)ccc2n2nnnc12)CC(C)(C)NC(C)C (stereo unspecified)	-7%	-5%	-25%	46%	-24%
6	CCOC(=O)c1c(C)n(C)c2ccc(OCC(O)CN3C(=O)c4ccccc4S3(=O)=O)cc12 (stereo unspecified)	-5%	-13%	5%	3%	1%
7	CCN(CC)CCNc1ncnc2c1sc1nc(N3CCCC3)c3c(c12)CC(C)(C)OC3	u	66%[activator]	-10%	u	45µM*
8	CCOC(=O)C1CCCN(C(=O)CN2C(=O)COc3ccc(C(C)(C)C)cc32)C1 (stereo unspecified)	-1%	18%	8%	0%	4%
9	CC(C)(C)N(Cc1cc2ccccc2[nH]c1=O)C(=O)c1cccnc1	13%	-14%	15%	1%	10%
10	CC1Oc2ccccc2C=C1/C=N/NC(=O)c1ccccc1 (stereo unspecified)	-19%	120%[activator]	5%	0%	10%
11	CC(=O)Nc1ccc(NC(=O)Nc2ccc(C)c(C)c2)cc1	-20%	10%	-20%	-11%	-16%
12	COc1ccccc1CN1CC(C(=O)NC2CCOCC2)CCC1=O (stereo unspecified)	-9%	28%	15%	2%	-2%
13	CCN(CC)c1ccc(NC(=O)Cn2cc3c(n2)CCCC3)c(C)c1	-16%	8%	6%	x	-28%
14	Cc1ccc(OCC(=O)N(Cc2ccccc2)C(C)(C)C)c([N+](=O)[O-])n1	-8%	20%	29%	-5%	1%
15	CC(=O)Nc1ccc(S(=O)(=O)N(C)c2ccc(OCC(=O)Nc3ccccc3C(C)=O)cc2)cc1	-9%	9%	x	-2%	6%

cpd	G9a inh	Apoferritin bind	BLM helicase inh	Pol kappa inh
1	21%[2.33 µM]	x	x	-4%
2	-1%[59 µM]	-10%	-2%	6%
3	12%	u	-4%	-7%
4	-36%[59 µM]	56%[activator]	-6%	u
5	u	-4%	1%	-2%
6	-27%[59 µM]	7%	-2%	-16%
7	u	-14%	31%[activator]	0%
8	-2%	-21%	0%	-3%
9	1%[59 µM]	-19%	-7%	-4%
10	57%[activator][59 µM]	39%[activator]	-6%	-5%
11	-28%	-9%	1%	-7%
12	x	0%	1%	-5%
13	10µM*	-15%	-2%	0%
14	28%[59 µM]	0%	4%	-24%
15	u	x	x	-25%

One compound at a time (already shown).
COc1ccccc1CN1CC(C(=O)NC2CCOCC2)CCC1=O (stereo unspecified) is listed as POLH inh: -9%; Pol iota inh: 28%; POLB inh: 15%; APE1 inh: 2%; BAZ2B block: -2%; G9a inh: x; Apoferritin bind: 0%; BLM helicase inh: 1%; Pol kappa inh: -5%
CC(=O)Nc1ccc(NC(=O)Nc2ccc(C)c(C)c2)cc1 is listed as POLH inh: -20%; Pol iota inh: 10%; POLB inh: -20%; APE1 inh: -11%; BAZ2B block: -16%; G9a inh: -28%; Apoferritin bind: -9%; BLM helicase inh: 1%; Pol kappa inh: -7%

The results go on:
cpd	structure	POLH inh	Pol iota inh	POLB inh	APE1 inh	BAZ2B block
16	COc1cccc(C(=O)NCCS(=O)(=O)NCc2ccco2)c1	-7%	5%	x	19%	-23%
17	O=C(Nc1ccc(NC(=O)c2cc3ccccc3o2)cc1)c1ccc2c(c1)OCCO2	-2%	42%[activator]	-21%	-3%	3%
18	CCCc1cc(=O)oc2cc(OCC(=O)NCCc3c[nH]c4ccccc34)ccc12	1%	22%	45%	9%	5%
19	Cc1cccc(C(OC(=O)c2ccco2)C(=O)NCc2ccccc2)n1 (stereo unspecified)	-5%	2%	-16%	16%	-1%
20	N#Cc1ccccc1OCC(=O)N1CCc2ccccc2C1	-11%	29%	1%	0%	-4%
21	CCN(CC(=O)NCc1cccs1)C(=O)c1ccccc1Cl	-23%	156%[activator]	-5%	3%	-4%
22	COc1ccc(/C=N/N2CCOCC2)cc1O	-12%	6%	2%	0%	0%
23	Cc1ccc(Nc2nnc(-c3ccc(C)c(S(=O)(=O)N4CCCCC4)c3)c3ccccc23)cc1	x	17%	25%	x	8%
24	O=C(Nc1ccc2oc(-c3cccc4c(Br)cccc34)nc2c1)c1ccc(Br)cc1	-8%	12%	3%	x	-1%
25	CCCCOc1ccc(/C(N)=N/O)cc1	-12%	-3%	36%	6%	8%
26	COc1cc(/C=C(\C#N)C(N)=O)ccc1OS(=O)(=O)c1ccc(C)cc1	-12%	116%[activator]	0%	-5%	-38%
27	CCN(C(=O)COC(=O)c1ccccc1NC(=O)c1ccco1)C1CCS(=O)(=O)C1 (stereo unspecified)	-11%	9%	2%	22%	-8%
28	Cc1cc(Cn2nc(-c3ccccc3)cc2C(=O)NCc2cccc(Br)c2)on1	-20%	-25%	x	-8%	-3%
29	CCN1CCN(CCC(=O)Nc2ccc3c(c2)OCO3)CC1	-2%	-13%	u	0%	2%
30	Cc1ccc(NC(=S)Nc2ccc3nc(-c4ccccn4)c(-c4ccccn4)nc3c2)cc1C	-26%	26%	17%	12%	u

cpd	G9a inh	Apoferritin bind	BLM helicase inh	Pol kappa inh
16	20µM*	x	x	5%
17	-4%	-5%	2%	-3%
18	x	-20%	0%	15%
19	11%[59 µM]	0%	6%	-6%
20	2%	u	-4%	-14%
21	20%[59 µM]	-4%	-3%	-2%
22	-17%[59 µM]	-7%	0%	-6%
23	13%[59 µM]	2%	-4%	3%
24	-32%[59 µM]	11%	-2%	-13%
25	3%[12.7 µM]	-2%	3%	-7%
26	u	-10%	-5%	-11%
27	-10%[59 µM]	-5%	-2%	11%
28	-30%[2.33 µM]	x	x	-10%
29	u	-2%	0%	-11%
30	7.9µM*	110%[activator]	-19%	-9%

A second format for some results above.
#17 O=C(Nc1ccc(NC(=O)c2cc3ccccc3o2)cc1)c1ccc2c(c1)OCCO2
#18 CCCc1cc(=O)oc2cc(OCC(=O)NCCc3c[nH]c4ccccc34)ccc12
#19 Cc1cccc(C(OC(=O)c2ccco2)C(=O)NCc2ccccc2)n1 (stereo unspecified)

entry no.	17	18	19
POLH inh	-2%	1%	-5%
Pol iota inh	42%[activator]	22%	2%
POLB inh	-21%	45%	-16%
APE1 inh	-3%	9%	16%
BAZ2B block	3%	5%	-1%
G9a inh	-4%	x	11%[59 µM]
Apoferritin bind	-5%	-20%	0%
BLM helicase inh	2%	0%	6%
Pol kappa inh	-3%	15%	-6%

(further entries)
cpd	structure	POLH inh	Pol iota inh	POLB inh	APE1 inh	BAZ2B block
31	Cc1ccccc1C1CC(c2ccc(F)cc2)Nc2nc(N)nn21 (stereo unspecified)	-11%	-2%	-21%	-3%	1%
32	COc1ccc(NS(=O)(=O)c2cc(NC(=O)c3cc(F)c(F)c(F)c3F)ccc2N2CCCC2)cc1	-13%	12%	3%	17%	-18%
33	Cc1ccc(Nc2nc3ccccc3nc2-n2nc(C)cc2C)cc1	-6%	-9%	-22%	4%	63%[activator]
34	Cc1csc(-c2cnn(-c3ccccc3)c2NC(=O)c2ccc(C(F)(F)F)cc2)n1	-10%	-2%	u	-2%	7%
35	COc1ccc(N(C(=O)c2ccco2)S(=O)(=O)c2cccs2)cc1	-1%	4%	1%	-6%	-1%
36	CN(C(=O)CSC(=O)c1ccccc1)c1ccccc1	5%	-14%	-25%	32%	-1%
37	NCCNC(=O)c1ncsc1-c1cccc(F)c1	-3%[57.1 µM]	-7%[58.9 µM]	-3%[57.1 µM]	-3%	x
38	O=C(NCc1ccco1)c1cc(-c2ccccn2)nc2ccccc12	0%	10%	4%	1%	-3%
39	Nc1ccc(C(=O)N2N=C(c3ccccc3)CC2(O)C(F)(F)F)cc1 (stereo unspecified)	-4%	13%	0%	-6%	4%

cpd	G9a inh	Apoferritin bind	BLM helicase inh	Pol kappa inh
31	-6%	-5%	3%	-2%
32	x	-13%	-22%	7%
33	133%[activator][59 µM]	4%	-7%	-11%
34	9%	u	-10%	-2%
35	18%[12.7 µM]	-20%	-6%	-10%
36	54%[activator]	u	-2%	7%
37	33%[activator][12.7 µM]	x	x	3%[60.1 µM]
38	79µM*	-8%	2%	-5%
39	-9%	-14%	-8%	-6%[60.1 µM]

This is a subset. The share of hits here may be higher or lower than overall.
